Screens deposited in PubChem by Broad Institute.
KDM4C inh – KDM4C (human) demethylase inhibition. 96,000 tested, 0.15% active. Q9H3R0. GST-KDM4C 2-372, H3K9me3 peptide, LANCE TR-FRET. inhibition, % at 12.5 µM;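 active means mean replicate inhibition above about 25%, with at least 55% of replicates also reaching it, limit read from the data, passing the limit was not always enough; inconclusive means only one of those two conditions met; inactive means neither condition met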
Target sequence (Q9H3R0 2-372 limits assumed): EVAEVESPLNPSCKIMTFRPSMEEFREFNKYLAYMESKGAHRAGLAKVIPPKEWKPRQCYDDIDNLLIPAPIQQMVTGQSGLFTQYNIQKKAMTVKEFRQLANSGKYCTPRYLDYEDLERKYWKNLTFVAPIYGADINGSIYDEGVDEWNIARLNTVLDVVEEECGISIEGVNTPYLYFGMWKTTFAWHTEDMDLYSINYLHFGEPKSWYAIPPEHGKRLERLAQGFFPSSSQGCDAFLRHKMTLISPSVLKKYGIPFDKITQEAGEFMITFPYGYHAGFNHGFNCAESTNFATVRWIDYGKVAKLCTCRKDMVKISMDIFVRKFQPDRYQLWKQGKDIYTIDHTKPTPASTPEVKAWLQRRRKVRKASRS
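Material: N-terminal GST-fused human GASC-1 (KDM4C) fragment, residues 2-372. Input: 10 nM enzyme. Incubation: enzyme reaction 30 min, then detection 60 min, both room temperature. Doses: one test concentration per compound. Read-out basis: inhibition from TR-FRET ratio decrease. Detection: LANCE TR-FRET, excitation 340 nm, emissions 618 and 671 nm.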
Pf Dd2 growth – inhibitors of Plasmodium falciparum Dd2 growth; P. falciparum Dd2 growth, SYBR Green, 72 h; hits give low values; activity change, % at 10 µM; 94,000 tested, 2.3% active; AID 1159554; in the data active means activity change below about -80%; inconclusive means no clear call, values can overlap the other calls
Tcruzi prolif – T. cruzi proliferation inhibition; 77,000 tested, 5.9% active; T. cruzi beta-gal in NIH3T3, GalScreen luminescence, 90 h; inhibition, % at 8.34 µM;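 active means mean inhibition above about 93%, with at least 55% of replicates each passing it, limit read from the data, passing the limit was not always enough; inconclusive means only one of those two conditions holds; inactive means neither condition holds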
C diff growth – inhibitors of Clostridium difficile growth; Clostridium difficile clinical isolate growth, OD600, 24 h; hits give low values; growth activity, negative = inhibition, % at 16 µg/mL (by protocol); 86,000 tested, 0.25% active; AID 1259249;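 active means mean growth activity at or below -80% and every replicate also at or below -80%; inconclusive means mean at or below -80% but some replicate above -80%; inactive means mean growth activity above -80%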;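 further: 0% = DMSO wells and -100% = levofloxacin 16 µg/mL wells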
An asterisk follows results filed as active; u = inconclusive; x = no result given; & = joins results of further samples.

SMILES | KDM4C inh | Pf Dd2 growth | Tcruzi prolif | C diff growth
CCCNC(=O)N1CCC2(CC1)CN(C(=O)c1ccccc1)[C@@H](CO)c1[nH]c3cc(OC)ccc3c12 | -0.1 | -5 | x | -3
C[C@@H]1CN([C@@H](C)CO)C(=O)Cc2cc(NC(=O)CCN3CCOCC3)ccc2O[C@H]1CN(C)Cc1ccc2c(c1)OCO2 | 7.2 | -27 | -12 | -4
C[C@H](CO)N1C[C@H](C)[C@H](CN(C)Cc2ccccc2)Oc2ncc(C3=CCCCC3)cc2C1=O | 0.6 | -3 | 57 | 20
C[C@@H]1CN([C@H](C)CO)C(=O)c2cc(NS(=O)(=O)c3ccccc3)ccc2O[C@@H]1CN(C)Cc1ccncc1 | -1.0 | -14 | 14 | -3
CN(C)C(=O)c1cc2c(c(-c3cccc(-c4ccc(F)cc4)c3)n1)[C@@H](CCO)N([S@](=O)C(C)(C)C)C2 | 1.0 | -32 | 18 | x
C[C@@H]1CCCCO[C@H](CN(C)C)[C@@H](C)CN([C@H](C)CO)C(=O)c2cc(NC(=O)c3ccccc3)ccc2O1 | 1.0 | 2 | 18 | -5
CCCN(C)C[C@H]1Oc2cc(C#CCN(C)C)ccc2S(=O)(=O)N([C@@H](C)CO)C[C@H]1C | 0.6 | -74 | 18 | 8
C[C@H](CO)N1C[C@H](C)[C@@H](CN(C)C(=O)Nc2ccc(F)cc2)Oc2ccc(NC(=O)CCCCCC(=O)Nc3ccccc3N)cc2CC1=O | -0.4 | -27 | 6 | -3
C[C@H](NC(=O)C[C@@H]1C[C@H]2c3cc(NC(=O)c4cccnc4)ccc3O[C@H]2[C@@H](CO)O1)c1ccccc1 | 0.3 | 8 | 17 | x
O=C(C[C@H]1C[C@H]2c3cc(NC(=O)C4CCC4)ccc3O[C@H]2[C@H](CO)O1)NCc1cccc(F)c1 | -0.1 | -31 | -5 | x
C[C@H]1CN([C@@H](C)CO)C(=O)c2cc(Br)cnc2O[C@H]1CN(C)C(=O)Nc1ccc(F)cc1 | 0.9 | 36 | -86 | -4
C[C@H]1CN([C@@H](C)CO)C(=O)c2cccc(NC(=O)Nc3ccccc3)c2O[C@@H]1CN(C)C(=O)NC1CCCCC1 | 3.2 | 11 | 35 | -1
CO[C@@H]1CN(C)C(=O)c2ccc(NS(=O)(=O)c3ccc(C)cc3)cc2OC[C@H](C)N(C)C[C@@H]1C | -0.8 | x | -19 | -1
CO[C@H]1CN(C)C(=O)c2cc(NC(C)=O)ccc2OC[C@H](C)N(C(=O)C2CCC2)C[C@H]1C | 1.0 | x | 14 | x
CCC(=O)N(C)C[C@H]1Oc2ncc(C#CCC3CCCC3)cc2C(=O)N([C@H](C)CO)C[C@@H]1C | -1.9 | -14 | -57 | 0
O=C(C[C@@H]1CC[C@H]2[C@@H](COC[C@@H](O)CN2Cc2ccc(Oc3ccccc3)cc2)O1)N1CCOCC1 | 1.4 | 1 | -10 | x
O=C(C[C@H]1CC[C@H]2[C@@H](COC[C@H](O)CN2C(=O)c2ccccc2)O1)NCCCN1CCOCC1 | -0.7 | 21 | 11 | 2&2
COc1ccc2c3c(n(C)c2c1)[C@H](CO)N(C(=O)c1ccc(F)cc1)CC31CN(C(=O)Nc2ccc(F)cc2)C1 | -1.6 | -76 | x | 10
C[C@@H]1CN([C@@H](C)CO)S(=O)(=O)c2ccc(C#C[C@@H](C)O)cc2O[C@H]1CN(C)Cc1ccccc1 | x | -45 | 56 | -6
CO[C@H]1CC[C@H]2CCOc3c(C#N)cccc3C(=O)N(C)CCCC(=O)N(C)C[C@@H]1O2 | 2.0 | 19 | 29 | x
C[C@@H]1CN([C@@H](C)CO)C(=O)c2cc(NC(=O)Cn3cnnn3)ccc2O[C@@H]1CN(C)S(C)(=O)=O | 0.1 | 24 | -11 | -5
C[C@H]1CN([C@@H](C)CO)C(=O)c2cccc(NS(C)(=O)=O)c2O[C@H]1CN(C)Cc1ccc(C(F)(F)F)cc1 | -1.2 | -32 | 91 | 4
CC=Cc1ccc2n(c1=O)C[C@@H]1[C@@H](CO)[C@H](C(=O)N3CCC(Cc4ccccc4)CC3)N(CC)[C@H]21 (mixture of isomers) | 2.2 | -16 | 66 | 20
C[C@@H]1CN([C@@H](C)CO)C(=O)c2cc(NS(=O)(=O)c3ccccc3)ccc2O[C@@H](C)CCCCO[C@@H]1CN(C)C(=O)Nc1ccc(F)cc1 | -1.8 | -56 | 46 | 8
C[C@@H]1CN([C@H](C)CO)C(=O)c2cccc(NC(=O)C3CCOCC3)c2O[C@H]1CN(C)C(=O)NC1CCCCC1 | -0.1 | 16 | -3 | 2

In the list so far, these have an aryl methoxy group:
SMILES | KDM4C inh | Pf Dd2 growth | Tcruzi prolif | C diff growth
CCCNC(=O)N1CCC2(CC1)CN(C(=O)c1ccccc1)[C@@H](CO)c1[nH]c3cc(OC)ccc3c12 | -0.1 | -5 | x | -3
COc1ccc2c3c(n(C)c2c1)[C@H](CO)N(C(=O)c1ccc(F)cc1)CC31CN(C(=O)Nc2ccc(F)cc2)C1 | -1.6 | -76 | x | 10

Further records follow.
SMILES | KDM4C inh | Pf Dd2 growth | Tcruzi prolif | C diff growth
CCCC#Cc1cnc2c(c1)C(=O)N([C@H](C)CO)C[C@H](C)[C@@H](CN(C)C(=O)c1ccccc1)O2 | -0.2 | -30 | x | -5
C[C@@H]1CN([C@@H](C)CO)C(=O)c2cc(NC(=O)NC3CCCCC3)ccc2O[C@H]1CN(C)S(=O)(=O)c1ccc(Cl)cc1 | -0.2 | -5 | 63 | -2
C[C@@H]1CN([C@H](C)CO)C(=O)CCCn2cc(nn2)CO[C@H]1CN(C)S(=O)(=O)c1ccc(Cl)cc1 | 1.5 | -5&-7 | 3&9 | 1&-3
CCC(=O)N1CC2(CN[C@@H](CO)c3c2c2ccc(OC)cc2n3C)C1 | -0.1 | 5 | x | -2
C[C@@H]1CN([C@@H](C)CO)C(=O)c2cc(NC(=O)C3CCCCC3)ccc2O[C@@H](C)CCCCO[C@@H]1CN(C)C(=O)Nc1ccc(C(F)(F)F)cc1 | 1.1 | u | 92 | 11
CCC(=O)Nc1ccc2c(c1)C(=O)N(C)C[C@H](OC)[C@@H](C)CN(Cc1ccccc1OC)[C@@H](C)CO2 | 0.8 | x | -13 | -1
C[C@H]1CN([C@@H](C)CO)C(=O)Cc2cc(N(C)C)ccc2O[C@@H]1CN(C)S(C)(=O)=O | 7.9 | 10 | -5 | 7
O=S(=O)(N[C@H]1CC[C@H](CCn2cc(C3(O)CCCC3)nn2)O[C@@H]1CO)c1ccc(Cl)cc1 | -1.2 | -11 | 34 | x
C[C@@H]1CN([C@H](C)CO)C(=O)c2cc(NC(=O)Nc3ccccc3)ccc2O[C@H]1CN(C)S(C)(=O)=O | -0.6 | 11 | 13 | -1
COC(=O)[C@H]1[C@H](CO)[C@H]2Cn3c(ccc(C4=CCCCC4)c3=O)[C@H]2N1C(=O)C1CCC1 | 2.0 | 5 | 15 | 0
Cc1noc(C)c1S(=O)(=O)Nc1ccc2c(c1)C(=O)N([C@@H](C)CO)C[C@H](C)[C@H](CN(C)C(=O)C1CCCCC1)OCCCC[C@H](C)O2 | -0.6 | -54 | 39 | 1
C[C@@H]1CCCCO[C@@H](CN(C)C(=O)c2ccccc2)[C@H](C)CN([C@@H](C)CO)C(=O)c2cc(NS(=O)(=O)c3ccc(Cl)cc3)ccc2O1 | 2.2 | 23 | 72 | 0
N#Cc1ccc(-c2ccc([C@H]3[C@H](CO)N4C(=O)CN(C(=O)C5CC5)C[C@@H]34)cc2)cc1 | -1.1 | -26 | x | -6
COCCNC(=O)C[C@H]1C=C[C@H](NC(=O)NC2CCCCC2)[C@@H](CO)O1 | 3.1 | 4 | x | 1
Cc1noc(C)c1NC(=O)Nc1ccc2c(c1)C(=O)N([C@@H](C)CO)C[C@H](C)[C@H](CN(C)S(=O)(=O)c1ccc(F)cc1)O2 | 1.5 | 23 | 14 | -3
COc1ccc(S(=O)(=O)Nc2ccc3c(c2)C(=O)N([C@H](C)CO)C[C@H](C)[C@@H](CN(C)C(=O)Nc2ccc4c(c2)OCO4)OCCCC[C@H](C)O3)cc1 | -0.9 | -73 | 10 | -12
COc1ccc(S(=O)(=O)Nc2ccc3c(c2)CC(=O)N([C@H](C)CO)C[C@@H](C)[C@@H](CN(C)C)O3)cc1 | 0.6 | 14 | 21 | -6
CCCNC(=O)Nc1ccc2c(c1)C(=O)N(C)C[C@@H](OC)[C@@H](C)CN(Cc1ccc(-c3ccccn3)cc1)[C@@H](C)CO2 | -0.2 | -42 | 9 | x
COC(=O)C[C@H]1CC[C@@H]2[C@@H](COc3ccc(NC(=O)Nc4ccc(Cl)cc4)cc3C(=O)N2C)O1 | -0.7 | 10 | 62 | 5
C[C@@H]1CN([C@H](C)CO)C(=O)c2cc(NS(=O)(=O)c3ccc(Cl)cc3)ccc2O[C@@H](C)CCCCO[C@@H]1CN(C)C | 0.3 | -53 | 13 | 0
COc1ccc(CN(C)C[C@@H]2Oc3c(NC(=O)Nc4ccc5c(c4)OCO5)cccc3C(=O)N([C@@H](C)CO)C[C@H]2C)cc1 | -0.5 | -7 | 83 | 2
CN(C)C(=O)C[C@H]1CC[C@@H](NC(=O)C2CCOCC2)[C@@H](CO)O1 | 0.5 | -11 | -2 | x
O=C(C1CCC1)N1C[C@@H]2[C@H](c3ccccc31)[C@H](CO)N2Cc1ccccc1 | 6.8 | 3 | 79 | -4
CCC(=O)Nc1ccc2c(c1)C(=O)N(C)C[C@H](OC)[C@@H](C)CN(Cc1ccncc1)[C@H](C)CO2 | 0.0 | 16 | 72 | x
Cc1noc(C)c1NC(=O)NCC[C@H]1CC[C@@H](NC(=O)c2ccncc2)[C@H](CO)O1 | -1.5 | 4 | -39 | 0

Later entries.
SMILES | KDM4C inh | Pf Dd2 growth | Tcruzi prolif | C diff growth
COc1ccc(-c2cn(CC[C@@H]3CC[C@@H](NC(=O)Cc4ccccn4)[C@H](CO)O3)nn2)cc1 | 1.7 | 4 | -39 | 3
CO[C@H]1CN(C)C(=O)c2ccc(NC(C)=O)cc2OC[C@@H](C)N(Cc2ccc(F)cc2)C[C@H]1C | 0.7 | -5 | 15 | x
CCCN1C[C@@H](C)[C@@H](OC)CN(C)C(=O)c2ccc(NC(=O)CC)cc2OC[C@H]1C | 0.5 | x | -38 | x
CCCN(C)C[C@@H]1OCCCC[C@@H](C)Oc2ccc(NC(=O)CCCN(C)C)cc2C(=O)N([C@H](C)CO)C[C@@H]1C | 0.2 | 27 | 39 | 1
C[C@H](CO)N1C[C@H](C)[C@H](CN(C)S(=O)(=O)c2cn(C)cn2)OCCCC[C@H](C)Oc2ccc(NS(=O)(=O)c3ccc(Cl)cc3)cc2C1=O | -0.3 | -33 | -44 | 7
O=C(C[C@H]1CC[C@@H](NC(=O)C2CCOCC2)[C@H](CO)O1)NCc1ccncc1 | -1.5 | 37 | x | 1
Cc1ccc(-c2ccc([C@H]3[C@H](CO)N4CCCCN(S(=O)(=O)c5ccccc5C)C[C@@H]34)cc2)cc1 | 0.0 | -48 | 75 | 9
CCC(=O)Nc1ccc2c(c1)OC[C@H](C)N(Cc1cccc(F)c1)C[C@H](C)[C@H](OC)CN(C)C2=O | 1.5 | -6 | 23 | x
CCCNC(=O)C[C@@H]1CC[C@H]2[C@H](COc3ccc(NC(=O)COC)cc3C(=O)N2C)O1 | 4.3 | 16 | -29 | -8
CS(=O)(=O)N1[C@@H]2Cn3c(ccc(-c4ccccc4)c3=O)[C@H]1[C@@H](C(=O)NCC1CC1)[C@@H]2CO | -1.1 | -5 | 1 | -4

Sorted by heavy-atom count (descending): 3 of the compounds above
SMILES | KDM4C inh | Pf Dd2 growth | Tcruzi prolif | C diff growth
CCC(=O)Nc1ccc2c(c1)OC[C@H](C)N(Cc1cccc(F)c1)C[C@H](C)[C@H](OC)CN(C)C2=O | 1.5 | -6 | 23 | x
CS(=O)(=O)N1[C@@H]2Cn3c(ccc(-c4ccccc4)c3=O)[C@H]1[C@@H](C(=O)NCC1CC1)[C@@H]2CO | -1.1 | -5 | 1 | -4
O=C(C[C@H]1CC[C@@H](NC(=O)C2CCOCC2)[C@H](CO)O1)NCc1ccncc1 | -1.5 | 37 | x | 1

Exported with values under each structure: entries from further up.
Second line of a record – KDM4C inh | Pf Dd2 growth | Tcruzi prolif | C diff growth
> CCCNC(=O)N1CCC2(CC1)CN(C(=O)c1ccccc1)[C@@H](CO)c1[nH]c3cc(OC)ccc3c12
 : -0.1 | -5 | x | -3
> C[C@H](NC(=O)C[C@@H]1C[C@H]2c3cc(NC(=O)c4cccnc4)ccc3O[C@H]2[C@@H](CO)O1)c1ccccc1
 : 0.3 | 8 | 17 | x
> C[C@H](CO)N1C[C@H](C)[C@H](CN(C)Cc2ccccc2)Oc2ncc(C3=CCCCC3)cc2C1=O
 : 0.6 | -3 | 57 | 20
> C[C@H](CO)N1C[C@H](C)[C@H](CN(C)S(=O)(=O)c2cn(C)cn2)OCCCC[C@H](C)Oc2ccc(NS(=O)(=O)c3ccc(Cl)cc3)cc2C1=O
 : -0.3 | -33 | -44 | 7
> C[C@@H]1CN([C@H](C)CO)C(=O)c2cc(NS(=O)(=O)c3ccccc3)ccc2O[C@@H]1CN(C)Cc1ccncc1
 : -1.0 | -14 | 14 | -3
